High-throughput results from PubChem.
mABHD4 FP: ABHD4 inhibitors, primary screen, biochemical, fluorescence polarization, mouse. (Lyso)-N-acylphosphatidylethanolamine lipase (Mus musculus), Q8VD66. purified mABHD4, FP-Rh probe fluorescence polarization. inhibition, % at 8.92 µM. 0.54% of 370,000 active. AID 720543, 2013;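 active = inhibition exceeding the mean over every tested compound plus 3 SD, cut at about 30% in these data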;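 note: 0% = plate median of compound wells and 100% = S159A mutant with DMSO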
Target sequence (Q8VD66 whole entry, looked up): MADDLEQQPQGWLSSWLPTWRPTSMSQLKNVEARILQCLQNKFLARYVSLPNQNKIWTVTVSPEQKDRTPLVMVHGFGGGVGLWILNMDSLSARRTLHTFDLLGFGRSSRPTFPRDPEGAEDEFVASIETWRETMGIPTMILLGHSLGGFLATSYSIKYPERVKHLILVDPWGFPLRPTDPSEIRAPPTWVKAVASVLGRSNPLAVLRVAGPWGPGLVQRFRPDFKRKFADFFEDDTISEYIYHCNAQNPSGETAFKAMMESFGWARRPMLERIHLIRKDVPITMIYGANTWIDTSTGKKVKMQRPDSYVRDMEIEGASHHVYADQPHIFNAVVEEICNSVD
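Assay system: mABHD4 protein; medium: HEPES pH 7.0, NaCl, Pluronic buffer; dosing: 8.92 µM, single dose; schedule: 45 min + 60 min at 25 °C; signal: FP readout, ex 525 nm / em 598 nm; read-out: normalized percent inhibition of probe labeling; repeats: single replicate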
PRMT1 FP inh: PRMT1 methyltransferase inhibitors, primary screen, biochemical, fluorescence polarization; Protein arginine N-methyltransferase 1 (Homo sapiens), Q99873; recombinant PRMT1, activity-based probe fluorescence polarization; inhibition, % at 2.79 µM; 1.3% of 370,000 active;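 active = inhibition above about 21% made by adding two undisclosed values, limit read from the data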
UHRF1 binding: UHRF1 methylated DNA binding inhibitors, primary screen, counter-screen for MBD2 inhibitor project, biochemical, TR-FRET, human UHRF1, single concentration | UHRF1 binding to methylated oligo | inhibition, % at 4.4 µM | 0.75% of 370,000 active; in the data active = inhibition above about 21%;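 note: UHRF1 SRA domain binding a hemimethylated CpG hairpin DNA probe; 0% = median of test compound wells and 100% = reference inhibitor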
LEDGF integ inh: blockers of LEDGF/p75-dependent integrase strand transfer – biochemical, TR-FRET, high throughput, primary screen; TR-FRET IN-LEDGF/p75 DNA integration, Eu/Cy5; inhibition, % at 3.7 µM; 0.64% of 370,000 active; AID 743269, 2014;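 active = inhibition above the screen-wide mean plus 3 SD, cut at about 13% in these data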;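 note: signal is the Cy5 over europium emission ratio at 671 and 618 nm; 0% = plate median of compound wells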
MBD2 DNA inh: inhibitors of MBD2 binding to methylated DNA, primary screen, biochemical, TR-FRET, DNA-binding domain, human; Methyl-CpG-binding domain protein 2 (Homo sapiens), Q9UBB5; MBD2 binding to methylated oligonucleotide; inhibition, % at 4.4 µM; 0.31% of 370,000 active; AID 686964, 2013; in the data active = inhibition above about 13%
PG9 binder: binders of HIV-1 gp120 antibody PG9, primary screen, biochemical, TR-FRET; HIV-1 gp120 / PG9 antibody interaction; TR-FRET gp120-PG9 antibody binding; inhibition, % at 6.7 µM; 0.43% of 360,000 active; AID 624416, 2012; in the data active = inhibition above about 8.5%
rCAG RNA binder: binders of r(CAG) RNA repeats, primary screen, biochemical, fluorescence; r(CAG) RNA repeat, TO-PRO-1 dye displacement fluorescence; inhibition, % at 3 µM; 1.3% of 370,000 active;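 active = inhibition above the plate cutoff, the mean of all test compounds on that plate plus 3 SD, cut at about 35% in these data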;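 note: 0% = DMSO alone and 100% = 100 µM mitoxantrone as full dye displacement; higher means more dye released from RNA so lower well fluorescence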
HTRA1 inhibitor: HTRA1 serine protease inhibitors, primary screen, biochemical, fluorescence polarization, HTS | Q92743 | recombinant HTRA1, FP-rhodamine activity-based probe | inhibition, % at 5.96 µM | 0.5% of 340,000 active | AID 504803, 2011; in the data active = inhibition above about 36%;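 note: 0% = enzyme with DMSO and 100% = wells lacking enzyme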
Target sequence (Q92743 whole entry, looked up): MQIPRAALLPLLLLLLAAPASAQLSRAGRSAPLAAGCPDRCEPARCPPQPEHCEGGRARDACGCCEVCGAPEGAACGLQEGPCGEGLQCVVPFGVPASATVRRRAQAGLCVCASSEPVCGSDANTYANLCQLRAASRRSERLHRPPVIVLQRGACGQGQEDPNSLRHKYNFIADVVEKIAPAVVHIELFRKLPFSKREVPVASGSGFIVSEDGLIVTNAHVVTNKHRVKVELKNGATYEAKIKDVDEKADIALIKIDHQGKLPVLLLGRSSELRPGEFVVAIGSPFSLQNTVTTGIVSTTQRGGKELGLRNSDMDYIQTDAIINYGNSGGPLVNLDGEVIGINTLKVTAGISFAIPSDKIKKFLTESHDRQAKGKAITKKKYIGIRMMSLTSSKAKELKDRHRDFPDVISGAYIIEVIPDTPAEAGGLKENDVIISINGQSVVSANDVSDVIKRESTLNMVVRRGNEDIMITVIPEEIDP
TCR-CD3 inh: inhibitors of human TCR-CD3 interaction, primary screen, biochemical, fluorescence, TAMRA-labeled TCR probe | 0.37% of 360,000 active | T-cell receptor (TCR) | inhibition, % at 9.4 µM; in the data active = inhibition above about 19%;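 note: recombinant mutant TCR 2C K166C tagged with TAMRA read by polarization; 0% = receptor in buffer alone and 100% = receptor with positive control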
NR1D1 modulator: modulators of Rev-erb alpha DNA binding, primary screen, biochemical, FITC-DNA, fluorescence polarization, uHTS. Nuclear receptor subfamily 1 group D member 1 (Homo sapiens), P20393. Rev-erbα–FITC-DNA binding, 90 min. activity, % at 10 µM. 0.79% of 370,000 active. AID 1259318, 2017;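 active = activity above about 14%, limit read from the data; passing the limit was not always enough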;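 note: 0% = DMSO wells with 35 nM protein and 100% = DMSO wells with 750 nM protein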
The depositor's hits bear a star; · = not tested or not shown. An excerpt; rates above refer to the full screens.

SMILES	mABHD4 FP	PRMT1 FP inh	UHRF1 binding	LEDGF integ inh	MBD2 DNA inh	PG9 binder	rCAG RNA binder	HTRA1 inhibitor	TCR-CD3 inh	NR1D1 modulator
CCC1CCCCN1C(=O)CCc1nnc(Cc2c[nH]c3ccccc23)o1 (stereo not given)	3	-1	1	1	2	-1.9	-5	0	6	11
Oc1c(CN2CCOCC2)cc(CN2CCOCC2)c(O)c1O	14	35*	70*	84*	35*	4.5	11	17	13	-18
CCC(CC)C(=O)N=C1SC2CS(=O)(=O)CC2N1CCc1ccc(OC)cc1 (stereo not given)	2	0	-1	-1	0	-1.3	-5	-11	0	2
C=C(C)C1Cc2cc3ccc(=O)oc3cc2O1 (stereo not given)	-4	2	10	1	0	-0.2	1	6	6	3
Fc1ccc(-n2nnnc2-c2ccccc2Cl)cc1	-4	-4	2	8	0	-3.4	0	10	-1	-1
COC(=O)c1ccc(NC(c2ccc(Cl)cc2)P(=O)(OC)OC)cc1 (stereo not given)	2	1	0	-2	2	-1.1	0	7	-6	-4
Cc1cc(-c2csc(N)n2)c(C)n1Cc1ccccc1	17	4	-2	1	4	-1.2	14	38*	-12	-1
COc1cc(CNCCc2ccc(F)cc2)ccc1OCc1ccc(Cl)nc1	10	-2	7	2	5	1.6	5	-4	-3	-1
O=C(Cn1cc(C(=O)C2CC2)c2ccccc21)NCC1CCCO1 (stereo not given)	-1	1	3	1	-2	0.7	-2	-1	-2	4
FC(F)(F)c1ccc(Cl)c(NC(=S)NC2CC2)c1	2	1	1	0	6	-0.6	0	7	0	1
COc1ccc(N2C(=O)C(Cl)=C(Nc3ccccc3O)C2=O)cc1	22	21	-4	-1	-1	-1.4	10	-2	2	-1
Clc1cccc(-c2ccc(/C=N/n3cnnc3)o2)c1Cl	-3	-1	-2	0	-3	-1.2	0	-18	2	1
CCOC(=O)CCCNC(=O)CN1C(=O)NC2(CCCCCC2)C1=O	-2	-1	3	2	-6	-2.5	-3	1	6	-9
O=C(c1sc2cc(Cl)ccc2c1Cl)N1CCN(CCc2ccccn2)CC1	-1	0	1	1	0	-2.3	-6	-5	-6	3
CC1=C/C(=N\NC(=S)NCc2ccccc2)CC1	9	-5	-3	5	-6	0.5	-2	-3	2	-2
Cc1cccc(NC(=S)NNC(=S)NC2CCCCC2)c1C	10	1	0	0	-6	-0.5	5	-14	0	0
O=C(Cc1cccs1)Nc1ccc(S(=O)(=O)N2CCCC2)cc1	2	0	5	4	-1	-1.1	21	-4	2	9
COc1c(C)cc(S(=O)(=O)NCc2ccccn2)c(C)c1C	2	-3	1	-5	1	-2.0	1	4	-4	0
Cc1nn(C(=O)c2ccc([N+](=O)[O-])cc2)c(C)c1Br	-2	3	1	1	-2	-0.2	0	2	4	1
COc1cccc(C(=O)Nc2nc(C)cs2)c1	-11	0	4	2	1	2.2	2	0	-7	0
CC(C)C[C@@H]1COc2cccc(N3CCCC3)c2S(=O)(=O)N1C	6	-2	-3	3	0	·	-2	·	·	0
COc1ccc(Cl)cc1NC(=O)c1cc(-c2ccccc2O)n[nH]1	-22	-1	0	1	-1	0.9	15	-46	6	4
CN(C)c1ccc(P(=O)(OCc2ccccc2)C(O)c2ccncc2)cc1 (stereo not given)	5	-1	3	0	1	0.4	-6	-5	-12	-4
COc1ccccc1C1N=C(c2ccccc2C)NO1 (stereo not given)	-12	3	4	-2	8	-0.8	9	-3	-3	4
CCOC(=O)N1CCN(C(=O)C[C@H]2C[C@@]3(C(=O)OCC)CCCC4=C3N(CCC4)C2=O)CC1	4	1	1	-2	1	·	0	·	·	-6
COC(=O)[C@]1(C)N[C@H](c2ccc(-c3ccc(Cl)c(Cl)c3)cc2)[C@@H]2C(=O)N(C)C(=O)[C@@H]21	6	4	-2	-1	2	-0.9	4	-2	-6	2
COc1ccc(CNC(=O)C(=O)NCC2OCCN2S(=O)(=O)c2ccc(C)cc2)cc1 (stereo not given)	2	0	-4	-4	-8	3.9	2	-1	-1	-3
O=C(CO/N=C/c1ccc(OC(F)F)cc1)NC1CCCCCC1	-1	2	-2	-4	-3	-0.7	-11	-2	-6	·
O=C(Nc1ccc(Cl)cn1)c1cccc2ccccc12	0	4	-2	0	1	-0.5	2	1	-2	0
COc1cc(/C=N/NC(=O)COc2cccc(F)c2)ccc1OS(=O)(=O)c1ccc(C)cc1	-33	-1	5	2	4	0.2	6	-75	6	2
Cc1ccnc2c1NC(=O)c1cccnc1N2C1CC1	6	4	5	-3	5	-0.3	0	6	-3	4
CC(C)C(NC(=O)CCNC(=O)c1ccc(C(C)(C)C)cc1)c1nc2ccccc2[nH]1 (stereo not given)	-11	10	9	-4	2	-0.4	1	-2	-6	3
COC(=O)c1cc(Br)c(=O)n(CCC2=CCCCC2)c1	7	2	6	0	-2	1.6	2	2	-5	-2
O=C1NCC(COc2cccc3ccccc23)O1 (stereo not given)	-6	3	2	0	-2	-1.5	1	0	-4	1
CSc1ncccc1C(=O)NC1CCN(Cc2ccccc2)CC1	-2	-4	-2	2	0	-1.8	-4	-1	6	0
CCOC(=O)CNC(=O)CSc1nnc(CCc2nc3ccccc3[nH]2)n1C	0	-1	2	-2	1	-1.4	-4	6	3	1
Cc1ccc(C(=O)NCCN2C(=O)C3C4C=CC(C4)C3C2=O)cc1 (stereo not given)	3	-4	-2	7	-1	·	0	·	·	-5
O=C(NCC(=O)N(c1ccc2c(c1)OCCO2)C(C(=O)NC1CCCC1)c1ccco1)c1ccco1 (stereo not given)	-4	-1	-1	-1	3	-1.3	-3	-4	2	6
COc1ccc(N=Cc2c(O)[nH]c3ccccc23)cc1	4	3	2	-6	3	-7.4	5	12	0	-2
CC(C)Oc1cccc(C(=O)N/N=C/c2coc3ccccc3c2=O)c1	-4	0	-1	-1	0	-0.2	-4	3	-2	-2
CC1CN(S(=O)(=O)c2cc(C(=O)N(CCc3ccccc3)Cc3ccccc3)ccc2Cl)CC(C)O1 (stereo not given)	-5	3	-1	-5	2	0.6	3	-17	-5	-1
CCn1cc(/C=C(\NC(=O)c2cc(OC)c(OC)c(OC)c2)C(=O)NCCCN2CCOCC2)c2ccccc21	-4	-2	-4	0	-4	-2.5	-6	-1	-3	2
COc1ccc(/C(C)=N/Nc2nc(C)cc(-c3ccccc3)n2)cc1	3	1	-2	2	-1	-0.4	3	·	1	2
O=C(c1ccccc1)c1cccn1CC(=O)N1CCN(C2CCCCC2)CC1	0	-2	0	-1	2	1.0	-4	1	12	-2
COC(=O)C1=C(C(=O)OC)C2C=CC1C1C(OC(C)=O)C(OC(C)=O)C21 (stereo not given)	2	1	-2	2	-1	-1.6	0	2	3	-1
CN(CCOc1ccc(-c2ccn(S(=O)(=O)c3cccc4ccccc34)n2)cc1)c1ccccn1	7	0	-1	0	1	-2.4	2	-11	1	0
COc1ccc(N(CC(O)CN2C(=O)NC(C)(C)C2=O)S(=O)(=O)c2ccccc2)cc1 (stereo not given)	-2	-1	1	-4	1	-0.3	0	-1	-4	-3
COc1ccc(NC(=O)Cc2ccsc2)c(OC)c1	6	0	-2	-3	-2	-0.6	4	5	0	-2
CCc1ccccc1N(CC(=O)Nc1cccnc1)S(=O)(=O)c1ccccc1	-4	4	-2	2	3	-0.5	-3	-8	1	-3
Cc1ccc(NC(=O)c2ccccc2Br)cc1S(=O)(=O)N(C)C	-4	0	2	1	4	0.8	0	-9	0	4
COc1ccc(C(=O)NNC(=S)NC(=O)/C=C/c2cccs2)cc1	2	-2	0	1	1	-1.9	0	-1	25*	0
CCCCc1c(-c2ccccc2OC)ncn1CCc1cccc(OC)c1	4	1	3	8	-3	1.7	-3	·	2	11
CCC(C)c1ccccc1N1CC(C(=O)Nc2ccc(S(=O)(=O)N3CCOCC3)cc2)CC1=O (stereo not given)	-10	5	2	-3	4	0.8	-4	-5	-13	-5
Cc1ccc(-c2nn(-c3ccccc3)cc2C(N)=O)o1	-4	19	-4	2	-4	-2.1	5	-11	3	-2
Cc1c(Cl)cccc1N1C(=O)CC(NNC(=O)c2cccs2)C1=O (stereo not given)	-11	-1	-1	4	-11	1.7	15	-12	-4	5
COc1ccc(OC)c(NC(=O)CNC(c2ccccc2)c2ccccc2)c1	-22	0	3	3	-3	-0.5	-2	-48	-4	5
Cn1c(SCC(=O)N2CCCC2)nnc1-c1cccs1	1	-10	2	1	-3	-1.0	0	-1	0	0
CS(=O)(=O)N(Cc1ccccc1Cl)c1ccc(C(=O)NCc2cccnc2)cc1	-16	-3	-5	-2	-9	0.3	-6	-6	7	2
Nc1c(C(=O)NCCc2ccccc2)sc2nc(N3CCOCC3)c3c(c12)CCCC3	13	13	-1	-1	-2	7.1	8	-43	4	-4
Brc1ccc(OCc2ccccc2)c(CNCC2CCCO2)c1 (stereo not given)	2	-1	-2	4	-3	0.7	-8	3	7	2
(cont.)
SMILES	mABHD4 FP	PRMT1 FP inh	UHRF1 binding	LEDGF integ inh	MBD2 DNA inh	PG9 binder	rCAG RNA binder	HTRA1 inhibitor	TCR-CD3 inh	NR1D1 modulator
O=C(Nc1ccc(F)cc1)N(CCCN1CCOCC1)Cc1cc2cc3c(cc2[nH]c1=O)OCCO3	13	-1	1	0	2	0.3	4	2	-4	-10
COc1ccc(C2/C(=C(/O)c3ccccc3)C(=O)C(=O)N2C)cc1 (stereo not given)	-1	-1	-6	1	3	-1.1	0	-5	-11	0
O=C(NCc1nnc(SCC(=O)N2CCN(c3ccccc3)CC2)o1)c1ccco1	5	0	0	-1	3	-1.2	-4	2	3	2
NC(=NC(=O)/C=C/c1ccccc1Br)N(CC#Cc1ccccc1)CC#Cc1ccccc1	-15	0	0	-2	0	·	·	·	·	-2
COc1ccc(/C=C(\NC(=O)c2ccccc2)C(=O)NCCN2CCOCC2)cc1	1	1	-2	-3	0	-0.8	0	-2	2	-2
Cc1cccc(Nc2nc(-c3ccccc3)cs2)n1	17	0	1	-3	3	-1.0	5	-10	1	6
O=C(CNS(=O)(=O)c1cccs1)N1CCN(c2ccccc2F)CC1	4	4	1	-1	1	1.6	1	3	-1	3
CN(CC(=O)NCC1CCCCC1)S(=O)(=O)c1ccc(Cl)cc1	0	-3	-1	0	-2	-2.5	-3	1	4	0

Among those listed so far, these have a furan ring, fused or not:
SMILES	mABHD4 FP	PRMT1 FP inh	UHRF1 binding	LEDGF integ inh	MBD2 DNA inh	PG9 binder	rCAG RNA binder	HTRA1 inhibitor	TCR-CD3 inh	NR1D1 modulator
Clc1cccc(-c2ccc(/C=N/n3cnnc3)o2)c1Cl	-3	-1	-2	0	-3	-1.2	0	-18	2	1
O=C(NCC(=O)N(c1ccc2c(c1)OCCO2)C(C(=O)NC1CCCC1)c1ccco1)c1ccco1 (stereo not given)	-4	-1	-1	-1	3	-1.3	-3	-4	2	6
Cc1ccc(-c2nn(-c3ccccc3)cc2C(N)=O)o1	-4	19	-4	2	-4	-2.1	5	-11	3	-2
O=C(NCc1nnc(SCC(=O)N2CCN(c3ccccc3)CC2)o1)c1ccco1	5	0	0	-1	3	-1.2	-4	2	3	2
